FEN1 inh = inhibitors of human flap endonuclease 1; Recombinant FEN1 flap cleavage, fluorescence, 15 min; Potency, µM (series often up to 114 µM), without a hit: top-dose activity change, negative = inhibition, usual class: inhibitors; AID 588795; 390,000 compounds, 0.35% hits; P39748; note: nearly all actives have a fitted effect of over 65% in size
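Quantitative HTS format: each compound was titrated, incubated with 10 nM nuclease for 15 min at room temperature, then challenged with flap substrate at 50 nM final. Signal change over 15 min gave concentration–effect curves.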
KAT2A inh = blocks human GCN5L2 histone acetyltransferase; Q92830; GCN5L2 HAT assay, ThioGlo1 CoA-SH fluorescence; Potency, µM (titrated, usually from 58.9 µM), for inactives: top-dose activity change, negative = inhibition, usual class: inhibitors; 390,000 compounds, 0.21% hits; AID 504327
Target sequence (Q92830 whole entry, looked up): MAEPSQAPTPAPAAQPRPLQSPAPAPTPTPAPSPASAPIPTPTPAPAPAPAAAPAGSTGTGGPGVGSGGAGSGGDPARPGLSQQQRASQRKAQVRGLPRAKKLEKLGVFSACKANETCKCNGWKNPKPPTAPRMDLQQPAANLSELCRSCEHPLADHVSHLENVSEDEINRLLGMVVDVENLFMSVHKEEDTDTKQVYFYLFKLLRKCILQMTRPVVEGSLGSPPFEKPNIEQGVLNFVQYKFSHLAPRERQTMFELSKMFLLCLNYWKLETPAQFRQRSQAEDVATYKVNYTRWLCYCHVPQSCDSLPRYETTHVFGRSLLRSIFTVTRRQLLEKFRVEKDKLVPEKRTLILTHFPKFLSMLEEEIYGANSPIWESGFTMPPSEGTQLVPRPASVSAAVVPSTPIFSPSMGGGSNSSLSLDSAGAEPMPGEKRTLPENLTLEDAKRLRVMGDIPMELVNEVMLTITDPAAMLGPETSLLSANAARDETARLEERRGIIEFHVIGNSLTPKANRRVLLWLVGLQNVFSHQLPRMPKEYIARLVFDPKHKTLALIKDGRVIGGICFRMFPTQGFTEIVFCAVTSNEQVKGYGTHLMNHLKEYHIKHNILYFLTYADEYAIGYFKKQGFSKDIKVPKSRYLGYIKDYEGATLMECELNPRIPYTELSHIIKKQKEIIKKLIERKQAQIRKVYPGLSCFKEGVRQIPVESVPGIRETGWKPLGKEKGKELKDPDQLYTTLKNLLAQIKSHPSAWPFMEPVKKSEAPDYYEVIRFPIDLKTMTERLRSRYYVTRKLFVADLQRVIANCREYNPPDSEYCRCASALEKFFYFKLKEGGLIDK
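GCN5L2 (20 nM) in 50mM HEPES pH 7.5, 0.1mM EDTA, 0.01% Tween-20 preincubated 15 min with compounds at room temperature. Reaction started with H3(1-25) 75uM, acetyl-CoA 70uM, ThioGlo1 50uM; CoA-thiol fluorescence (Ex340/Em540) read at 0 and 20 min.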
TDP1 cell CPT = DT40-hTDP1 cell growth loss with CPT | 420,000 compounds, 12% hits | chicken DT40 Tdp1-/-;hTDP1 cells + 20 nM CPT, ATP luminescence, 48 h | Potency, µM (highest dose often 46.2 µM), for the others: at the top dose activity change, negative = growth inhibition, actives largely listed as inhibitors; note: nearly all actives have a fitted effect of over 55% in size
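Chicken DT40 Tdp1-/- cells stably complemented with human TDP1 were seeded at 400 cells/well in medium containing 20 nM camptothecin, exposed to pin-transferred compounds, and grown at 37 °C for at least 48 hr. Viability was read as ATP luminescence.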
Starred values were filed as active, the others as inactive; u = inconclusive; x = no result given; [ ] = dose if it differs, or a comment. Calls come from the whole dose curve; as a rule, active = well fitted curve in the direction sought with a large enough effect; inconclusive = small, poorly fitted or top-dose-only effect, or another doubt; inactive = no such curve, though single readings can be large; an effect the other way counts as inactive or inconclusive. % is set by controls: 0 for no effect and ±100 for the full control effect; potency is the fitted concentration of half-maximal effect.

SMILES	FEN1 inh	KAT2A inh	TDP1 cell CPT
Cc1cc(=O)oc2cc(OCC(=O)NCc3ccncc3)ccc12	-14%	-3%	1%
Cc1ccc2nc(SCC(=O)NCc3cccs3)c(C#N)cc2c1	7%	-2%	-4%
Cc1c(C(=O)c2ccccc2)c(=O)n(C)c(=O)n1C	5%	-7%	3%
COc1ccccc1-c1nnc(SCC(=O)c2c(N)n(C3CC3)c(=O)[nH]c2=O)n1C	1%	-10%	-5%
COc1ccc(CN2CCNC(=O)C2CC(=O)NC2Cc3ccccc3C2)c(OC)c1 (stereo unspecified)	9%	-25%	-11%
CCc1ccc(CN2CCCC(C(=O)Nc3ccccc3-c3ccc(OC)cc3)C2)o1 (stereo unspecified)	-33%	-5%	u
CC(=O)N1CCC2(CCCN(C(c3ccccc3)c3ccccc3)C2)CC1	x	0%	u
CCc1cccc(NC(=O)CN(C)S(=O)(=O)c2ccc3c(c2)n(C)c(=O)c(=O)n3C)c1	9%	-1%	-26%
CCOC(=O)N1CCN(C(=O)CSc2nc3c([nH]c4ccccc43)c(=O)n2CC)CC1	-1%	-1%	u
COc1cc(C)ccc1OCc1cc(C(=O)N(Cc2c(C)nn(C)c2C)C2CC2)no1	15%	-2%	u
COc1cccc(CN2CCCC(N3CCc4ccccc4C3)C2)c1O (stereo unspecified)	-8%	-6%	2%
O=C(Cn1ncn2c(cc3ccccc32)c1=O)NCCCc1ccccc1	-1%	-1%	-15%
CC(C)OCCCNC(=O)c1ccccc1NC(=O)C1=CSCCO1	-3%	4%	-23%
Cc1ccc(CNC(=O)CCc2nc3cccnc3n2Cc2ccccc2)cc1	-1%	-4%	15µM*
CCCCCCNc1cc(C)oc(=O)c1C(C)=O	5%	-9%	u
CN(CCOc1ccccc1)Cc1nc2cc(Cl)ccc2c(=O)[nH]1	3%	-8%	7%
Cc1ccc(S(=O)(=O)c2nc(S(C)(=O)=O)sc2NCc2ccc3c(c2)OCO3)cc1	2%	-8%	u
O=[N+]([O-])c1ccc(NCCNCCOc2nonc2-c2ccccc2)c([N+](=O)[O-])c1	-4%	-4%	-22%
O=C(Nc1ccc(Br)cc1)C(c1ccccc1)c1ccccc1	-2%	7%	-15%
CCOC(=O)c1[nH]c2ccc(F)cc2c1NC(=O)C1=COCCO1	5%	-21%	-22%
O=C(Nc1ccc2c(c1)Cc1ccccc1-2)c1ccc(Br)o1	1%	-1%	u
CCCCCCOc1ccc(C(=O)O)cc1	-7%	-4%	13%
O=C(COC(=O)c1c(Cl)ccc(Cl)c1Cl)NC1CCS(=O)(=O)C1 (stereo unspecified)	-1%	0%	2%
CCC(=O)Nc1ccc(Oc2ccc3c(c2)C(=O)NC3=O)cc1	13%	2%	-25%
N#Cc1ccc(CN2CCN(C(=O)CNC(=O)Cc3ccccc3)CC2)cc1	-1%	-8%	-4%
Carrying on:
SMILES	FEN1 inh	KAT2A inh	TDP1 cell CPT
CC(C)(C)c1ccc(C(=O)N2CCN(c3ccc(N4CCOCC4)nn3)CC2)cc1	0%	-3%	u
CCOc1ccc(N=C2SCCCN2C(=O)c2c(CC)noc2C)cc1	2%	-4%	-3%
O=C(Nc1cccc(Cl)c1)O/N=C\c1ccncc1	-5%	4%	-1%
COCCNC(=O)Cn1cc2c(n1)CCCCC2	-2%	-4%	16%
CCCCNc1nc2c(S(=O)(=O)c3ccc(C)cc3)nnn2c2ccsc12	-14%	-3%	-5%
O=C(O)c1cc2c(cc1NC(=O)c1ccccc1OC(F)F)OCCCO2	14%	-4%	-18%
Cc1ccc(NNC(=O)c2c(C)noc2C)cc1Cl	1%	-4%	-1%
COc1cccc(C(c2sc3nc(C)nn3c2O)N2CCN(C(=O)c3ccco3)CC2)c1 (stereo unspecified)	-3%	u	13%
O=C(c1ccc(Cl)cc1)N1CCN(CCc2ccccn2)CC1	1%	1%	5%
Cc1ccc(CSc2nc3ccccc3c(=O)n2C)cc1	-12%	-25%	u
O=C(Nc1ccc(Cl)cc1)Nc1nnc(CSCc2ccccc2Cl)s1	-7%	2%	16µM*
O=C(CSc1cccc[n+]1[O-])NC1CCCCCCC1	-7%	0%	11%
Cc1cccc(C(=O)N/N=C/c2ccc(OCC(=O)N3CCCCC3)cc2)c1	1%	5%	u
CCOc1ccc(NC(=O)Nc2cc(C(C)C)c(O)cc2C)cc1	-13%	0%	u
COC(=O)CNC(=O)Cc1c(F)cccc1Cl	4%	-9%	-10%
COc1ccccc1/C=C1\SC(=S)N(CCC(=O)Nc2ccc(C(=O)O)c(O)c2)C1=O	u	-29%	20%
CN(CCc1ccccn1)C1CCCN(S(=O)(=O)c2ccc(F)c(Cl)c2)C1 (stereo unspecified)	14%	2%	u
COc1ccc(Cl)cc1NC(=O)CN(C)CC(=O)Nc1ccccc1-c1ccccc1	10%	-9%	18µM*
Cc1cc(NS(=O)(=O)Cc2ccccc2)cc(C)c1OCC(=O)N1CCOCC1	9%	-3%	-114%
CCCCC(Nc1ncnc2ccccc12)C(=O)O (stereo unspecified)	-5%	-4%	-6%
CSc1ncc(C(=O)Nc2c(C)cccc2C)c(-c2ccccc2)n1	-3%	-3%	-11%
Cc1ccc(S(=O)(=O)NCc2ccc(C(=O)NCCCN3CCN(C)CC3)cc2)cc1	0%	1%	-2%
CC(=O)Nc1ccc(S(=O)(=O)NCC(=O)OCC(=O)N2CC(C)OC(C)C2)cc1 (stereo unspecified)	-15%	-1%	-1%
CCOC(=O)c1nc2cc3n(c(C)c-2c1C)C(C)C(CC)=C3C (stereo unspecified)	-3%	x	21µM*
COc1cc(C(=O)Nc2sc3c(c2C(=O)O)CCC(C)C3)cc(OC)c1OC (stereo unspecified)	4%	-9%	-27%

Copied from the entries so far, 13 compounds:
SMILES	FEN1 inh	KAT2A inh	TDP1 cell CPT
CC(C)(C)c1ccc(C(=O)N2CCN(c3ccc(N4CCOCC4)nn3)CC2)cc1	0%	-3%	u
CCOc1ccc(N=C2SCCCN2C(=O)c2c(CC)noc2C)cc1	2%	-4%	-3%
O=C(Nc1cccc(Cl)c1)O/N=C\c1ccncc1	-5%	4%	-1%
COCCNC(=O)Cn1cc2c(n1)CCCCC2	-2%	-4%	16%
CCCCNc1nc2c(S(=O)(=O)c3ccc(C)cc3)nnn2c2ccsc12	-14%	-3%	-5%
O=C(O)c1cc2c(cc1NC(=O)c1ccccc1OC(F)F)OCCCO2	14%	-4%	-18%
Cc1ccc(NNC(=O)c2c(C)noc2C)cc1Cl	1%	-4%	-1%
COc1cccc(C(c2sc3nc(C)nn3c2O)N2CCN(C(=O)c3ccco3)CC2)c1 (stereo unspecified)	-3%	u	13%
O=C(c1ccc(Cl)cc1)N1CCN(CCc2ccccn2)CC1	1%	1%	5%
Cc1ccc(CSc2nc3ccccc3c(=O)n2C)cc1	-12%	-25%	u
O=C(Nc1ccc(Cl)cc1)Nc1nnc(CSCc2ccccc2Cl)s1	-7%	2%	16µM*
O=C(CSc1cccc[n+]1[O-])NC1CCCCCCC1	-7%	0%	11%
Cc1cccc(C(=O)N/N=C/c2ccc(OCC(=O)N3CCCCC3)cc2)c1	1%	5%	u

(cont.)
SMILES	FEN1 inh	KAT2A inh	TDP1 cell CPT
Cc1ccc(C2CC(=O)NC(SCCC(C)C)=C2C#N)cc1 (stereo unspecified)	-8%	-5%	-8%
COc1ccc(-c2cn3c(n2)sc2cc(C(=O)NCCCN4CCN(C)CC4)ccc23)cc1	17%	-6%	1.2µM*
CC(C)Oc1cccc(-n2c(CCc3c[nH]c4ccc(Br)cc34)nc3ccccc3c2=O)c1	x	-19%	u
Cc1cc(C(=O)CS(=O)(=O)c2ccc(Cl)cc2)cc(C)c1O	-8%	5%	0%
CC(C)OC(=O)c1nn2c(C(F)(F)F)cc(-c3ccco3)nc2c1Cl	8%	-3%	11%
S=c1[nH]nc(-c2ccccc2)n1/N=C/c1cccc(Cl)c1	-17%	-1%	u
COc1cc(S(=O)(=O)N2CCOCC2)ccc1NC(=O)COC(=O)c1ccccn1	1%	1%	1%
CC(=O)c1cccc(NC(=O)c2cccc(S(=O)(=O)N3CCOCC3)c2)c1	-1%	-24%	7%
Cc1ccc(NC(=S)Nc2ccc3[nH]c(=O)[nH]c3c2)cc1	-4%	-2%	u
CN(C)CCN1C(=O)c2oc3ccccc3c(=O)c2C1c1cccc(Br)c1 (stereo unspecified)	14%	-1%	-18%
CC1=C(C(=O)Nc2ccccc2)C(c2cccs2)n2nc(SCc3ccccc3F)nc2N1 (stereo unspecified)	-7%	-7%	-26%
CC(C)c1cc(=O)n2[nH]c(SCc3ccccc3)nc2n1	12%	1%	-17%
CCOC(=O)C1CCN(CC(=O)Nc2cc(C)c3c(=O)oc4ccccc4c3n2)CC1	14%	-2%	-2%
Cc1nc(N/N=C\c2ccc3c(c2)OCO3)sc1C	-11%	-2%	5%
CC1CCCN(S(=O)(=O)c2ccc(S(=O)(=O)N3CCCC3)cc2)C1 (stereo unspecified)	-19%	-2%	16%
CC1(C)C2CCC(C2)C1(C)NC(=O)CN1CCCC1 (stereo unspecified)	2%	3%	8%
COc1ccc(C2C3=C(CCCC3=O)Nc3nc(-c4cc(OC)c(OC)c(OC)c4)nn32)cc1OC (stereo unspecified)	-3%	-26%	4%
O=C(Cn1c(-c2cccs2)cc2cc(F)ccc21)NCCCN1CCN(c2ccc(F)cc2)CC1	-7%	-2%	u
CCOc1cc(N2CCOCC2)c(OCC)cc1NC(=O)CSc1ncn[nH]1	-3%	-12%	-1%
CCOC(=O)N1CCN(S(=O)(=O)c2c(C)nn(C)c2C)CC1	5%	-1%	14%
COc1cc(C(=O)NCCC(=O)NCCCN2CCCCC2)cc(OC)c1OC	16%	-2%	-17%
CCOc1ccc(C2c3c(oc4ccc(C)cc4c3=O)C(=O)N2CCCN(C)C)cc1 (stereo unspecified)	-15%	9%	2%
CCCOc1ccc(CN(C(=O)c2nc(SC(C)C)ncc2Cl)C2CCS(=O)(=O)C2)cc1 (stereo unspecified)	4%	-14%	u
COCCCNC(=O)CNC(=O)c1nn(-c2ccc(OC)cc2)c(=O)c2ccccc12	16%	23%	18%
c1ccc(C[C@H]2CNCCN2CCc2cccc3ccccc23)cc1	-13%	-2%	u

Rewritten with two lines to a compound: entries from further up
Results follow in this order: FEN1 inh, KAT2A inh, TDP1 cell CPT
CCOC(=O)N1CCN(S(=O)(=O)c2c(C)nn(C)c2C)CC1
    5%, -1%, 14%
COc1cc(C(=O)NCCC(=O)NCCCN2CCCCC2)cc(OC)c1OC
    16%, -2%, -17%

Additional results.
SMILES	FEN1 inh	KAT2A inh	TDP1 cell CPT
CCCCN1CC(=O)N2[C@H](c3ccc(Cl)cc3)[C@@H]3C(=O)N(CC)C(=O)[C@@H]3[C@]2(C)C1=O	-2%	-4%	-5%
O=C(Nc1cc(Sc2nc3ccccc3s2)cc([N+](=O)[O-])c1)c1ccccc1	-19%	-13%	u
O=C(CN1CCN(C(=O)c2c(F)cccc2F)CC1)Nc1ccccc1C(F)(F)F	17%	-2%	-29%
CC1(C)COC2(OC1)C(=O)Nc1ccccc12	-2%	6%	2%
O=c1cc(N2CCCC2)c2ccccc2o1	-6%	-3%	9%
O=C1CC2(CCCCC2)CC(=O)N1CCc1ccccc1	10%	x	-29%
Cc1nc2cccnc2n1C1CCN(C(=O)Nc2ccc(Cl)cc2)CC1	-2%	27%	u
Brc1ccccc1-c1cnco1	-5%	-2%	-1%
Cc1ccc(-c2ccc(CCC(=O)O)n2-c2cccc(C)c2C)cc1	-13%	-8%	-15%
COc1nc(Oc2ccc(C(=O)O)cc2)nc(Oc2ccc(C(=O)O)cc2)n1	10%	-7%	4%
O=C(Cc1c[nH]c2ccccc12)N/N=C/c1cccc(F)c1	-5%	53%[activator]	-3%
NNC(=O)/C=C/c1ccc(Cl)cc1Cl	10%	-6%	10%
CC(Sc1nnc(N)s1)C(=O)NC1CCCCC1C (stereo unspecified)	-1%	1%	1%
COc1ccc(C2Nc3ccccc3C(=O)N2c2ccccc2)cc1CSc1ccccn1 (stereo unspecified)	-11%	-13%	u
COC(=O)c1ccccc1NC(=S)NC(=O)c1ccc2ccccc2c1	2%	-6%	u
COc1cccc(NC(=S)N2CCn3cccc3C2c2cccnc2)c1 (stereo unspecified)	-5%	-16%	-6%
N#CCCN(C(=O)COC(=O)CCc1ccccc1)c1ccccc1	13%	1%	-6%
CC(C)(C)c1cc(NC(=O)C2CCCO2)no1 (stereo unspecified)	0%	-5%	-5%
COc1ccc([C@H]2CC(=O)C=C(c3ccc(Cl)c(Cl)c3)C2)cc1	-22%	-26%	-25%
Cc1ccc(S(=O)(=O)NCC(=O)OCC(=O)NCCc2ccccc2)cc1	12%	-8%	2%
CCCC(NC(=O)CNC(=O)C(C)(C)C)C(=O)O (stereo unspecified)	2%	-2%	4%
Cc1cc(NC(=O)CCSc2ccccc2)ccc1Br	-19%	-13%	7%
O=C(CCC(=O)N(CC(=O)NC1CCCCC1)Cc1cccs1)Nc1nccs1	8%	-1%	u
COCc1cc(C)nc(SCC(=O)Nc2cc3c(cc2C#N)OCO3)c1C#N	-3%	3%	-16%
CCn1ncc(Cl)c1C(=O)Nc1ccncc1	-15%	-1%	0%

Source: PubChem

An excerpt, so the mix of outcomes need not match the whole.
